aSyn yeast rescue – alpha-synuclein toxicity suppression in yeast; S. cerevisiae alpha-synuclein toxicity rescue, BacTiter-Glo growth, 24 h; Potency, µM (top dose mostly 46.1 µM), without a hit: top-dose growth rescue (activation), actives largely listed as activators; actives 0.02% (n = 94,000); active = well fitted activation curve with a large enough effect; inconclusive = small, poorly fitted or top-dose-only effect; also: 0% is about no effect
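Growth restoration measured by BacTiter-Glo luminescence after 24 hr at 30 deg C; alpha-synuclein yeast, raffinose-pregrown to mid-log, were added at OD600=0.02 in galactose medium onto pinned compounds.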
An asterisk follows results filed as active; ? = inconclusive; & = joins results of further samples; [ ] = remark or other dose. Potency is read from the fitted curve at half-maximal effect. The list is partial; rates above refer to the full screens.

No.	Compound	aSyn yeast rescue
1	CCNc1nc(NC(C)(C)C)nc(Oc2ccc(=O)n(C)n2)n1	-2%
2	Cc1ccccc1NC(=O)Cc1nnc(SCC(=O)Nc2ccccc2)n1C	-7%
3	COC(=O)c1c(NC(=O)COC(=O)CC(NC(C)=O)c2ccccc2)sc(C)c1C (configuration not stated)	-6%
4	CN1C[C@@H]2C[C@@H](c3cccn3-c3nccs3)N3CCC[C@@]23C1=O	-27%
5	Fc1ccccc1Nc1ncnc2c1nc1n2CCCCC1	-1%
6	COc1cccc(-n2c(=O)c3c(C)c(C)sc3n(CC(=O)NCCc3ccc(OC)c(OC)c3)c2=O)c1	0%
7	O=C(NC1CC(=O)N(c2cccc(F)c2)C1)N1CCN(C(=O)c2ccco2)CC1 (configuration not stated)	-2%
8	O=S1(=O)C[C@@H](N2CCN(c3ccccn3)CC2)[C@H](COCc2ccccc2)N1	-5%
9	Cc1cc(-c2ccccc2)n2nc(-c3cccc(Br)c3)cc2n1	0%
10	CC(=O)Nc1cc(NC(C)=O)cc(C(=O)OC(C)C(=O)Nc2ccc(S(=O)(=O)N3CCCC3)cc2)c1 (configuration not stated)	-9%
11	Cc1ccc(OCCCn2ccnc2)c([N+](=O)[O-])c1	1%
12	C=CCNC(=S)Nc1cc(C)ccn1	-12%
13	O=C(Nc1cc(C(F)(F)F)ccc1Cl)c1cc(-c2ccc3c(c2)OCCO3)on1	4%
14	COC(=O)c1ccc(C2c3c(oc4cc(C)c(C)cc4c3=O)C(=O)N2c2ccccn2)cc1 (configuration not stated)	4%
15	CCCCn1c(CNC(=O)c2ccc(OC)cc2)nnc1SCC(=O)Nc1ccccc1	4%
16	Cc1cc(N2CCCC2=O)ccc1S(=O)(=O)Nc1c(C)nn(C)c1C	-19%
17	CCOc1ccc(CCNC(=O)CN2C(=O)COc3ccc(S(=O)(=O)N4CCCCCC4)cc32)cc1	2%
18	CCCCN(C(=O)c1cccs1)C1CCS(=O)(=O)C1 (configuration not stated)	0%
19	Cc1ccc(C)c(NC(=O)N2CCN(C)c3ncccc32)c1	-4%
20	Cc1nc2nc(C)c(NS(=O)(=O)c3cccs3)c(=O)n2[nH]1	7%

No.	Compound	aSyn yeast rescue
21	CC(=O)Nc1ccc(SCC(=O)c2c(N)n(Cc3ccccc3)c(=O)n(C)c2=O)cc1	3%
22	CC1(C)N=c2ccc([N+](=O)[O-])c(N)c2=[N+]1[O-]	-7%
23	N#Cc1ccccc1NC(=O)COC(=O)c1ccc(F)cc1F	-11%
24	Cc1csc2nc(COC(=O)c3ccc(NC(=O)c4ccccc4Br)cc3)cc(=O)n12	-1%
25	Cc1ccc(S(=O)(=O)N2CCC(C(=O)OCC(=O)N3C(C)CCCC3C)CC2)cc1C (configuration not stated)	4%
26	Cc1cc(C)c(/C=C/c2onc(C)c2S(=O)(=O)N2CCC(C(=O)N3CCN(c4ccc(Cl)cc4)CC3)CC2)c(C)c1	1%
27	COc1ccc(N2CCN(C(CNC(=O)C(=O)NCCc3ccccc3)c3cccnc3)CC2)cc1 (configuration not stated)	-15%
28	CC(=O)C1=C(c2ccc(Cl)cc2)N(C(C)=O)n2c(nnc2C2CCCCC2)S1	-8%
29	CCOc1ccc(C(=O)COC(=O)c2cc([N+](=O)[O-])ccc2N2CCOCC2)cc1	4%
30	CCC(=O)Nc1ccc(-c2nc3ccccc3c(=O)o2)cc1	8%
31	CCCCCC(=O)N1C[C@H](n2cc(COC(=O)c3ccccc3)nn2)[C@@H](O)C[C@@H]1c1ccccc1	3%
32	COc1ccc(-n2c(=O)c3ccc(C(=O)NCc4ccc(C)cc4)cc3n(Cc3ccc(C)cc3)c2=O)cc1	4%
33	Cc1ccc(NC(=O)c2oc3ccc(S(=O)(=O)N4CCC5(CC4)OCCO5)cc3c2C)cc1C	-5%
34	CC1=C(C(=O)O)N2C(=O)C(NC(=O)c3ccccc3Cl)C2SC1 (configuration not stated)	3%
35	CC(=O)Nc1ccc(NC(=O)CSc2nccn2C)cc1	-4%
36	CC1=C(C(=O)N2CCOCC2)CC(CC(=O)NCc2cccc3ccccc23)C(=O)N1Cc1ccc(F)cc1 (configuration not stated)	2%
37	CC(C)CNC(=O)C(=O)NCc1ccccn1	6%
38	Cc1cccc(OCC(=O)Nc2ccc(-c3nc4cc(C)ccc4o3)c(O)c2)c1	0%
39	COc1cccc(OCc2cc(/C=N/n3cncn3)ccc2OC)c1	14%
40	COc1cccc(NC(=O)CSc2nc3ccc(NC(=O)c4ccco4)cc3s2)c1	-8%

Values in list order from above.
Entries 24–34 in aSyn yeast rescue read -1%, 4%, 1%, -15%, -8%, 4%, 8%, 3%, 4%, -5%, 3%

Following part
No.	Compound	aSyn yeast rescue
41	Cc1ccc(NC(=O)Cn2c(=O)n(Cc3ccccc3)c(=O)c3c(C)c(C)sc32)c(C)c1	-1%
42	COc1cccc(NCc2nnc(SCC(=O)NC3CCS(=O)(=O)C3)n2C2CCCCC2)c1 (configuration not stated)	-8%
43	CC(C(=O)Nc1ccc(Cl)cc1)N1C(=O)NC2(CCCC2)C1=O (configuration not stated)	-9%
44	O=C1c2ccccc2C(=O)N1CCC#C/C=C1\c2ccccc2C(=O)N1c1ccccc1	-5%
45	Cc1cc(Cl)cc2sc(NC(=O)C3CC3)nc12	-4%
46	CCc1ccc2nc(N(Cc3cccnc3)C(=O)c3cccs3)sc2c1	9%
47	COc1cc(/C=N/NC(=O)CCOc2ccccc2C)cc(Br)c1O	8%
48	CCN1CCN(c2oc(-c3ccc(COc4ccccc4C)o3)nc2C#N)CC1	3%
49	Cc1nc(N)c(S(=O)(=O)c2ccccc2)c(Nc2ccc(Br)cc2)n1	-3%
50	C=CCOc1ccc(/C=C/C(=O)OCC(=O)NCCCc2ccccc2)cc1	1%
51	Cc1ccc(N(Cc2cc3ccccc3[nH]c2=O)C(=O)c2cccs2)cc1	11%
52	Cc1ccc(C)c(OCC(=O)N/N=C\c2cccn2C)c1	1%
53	Cc1ccc(CNC(=O)CCCn2c(=O)c3ccccc3n(CC(=O)C(C)(C)C)c2=O)cc1	-4%
54	CCCCn1c(N)c(N(CC(C)C)C(=O)c2ccc(F)c(S(=O)(=O)N3CCOCC3)c2)c(=O)[nH]c1=O	-6%
55	CC1SCC(=NOCc2c(Cl)cccc2Cl)CS1 (configuration not stated)	7%
56	CCN(CC)CCCNC(=O)c1ccc(Cn2c(=O)[nH]c3cc(OC)c(OC)cc3c2=O)cc1	-6%
57	Cc1ccc(-n2nc(CO)c(C(=O)NCc3cccs3)n2)cc1	-1%
58	N#Cc1cccc(S(=O)(=O)NCC(=O)NCCCc2ccccc2)c1	-8%
59	COC(=O)c1ccccc1NC(=O)Cn1c(=O)n(Cc2ccccc2)c(=O)c2c(C)c(C)sc21	-9%
60	Nc1ccc(Oc2ccc(F)cc2)nc1	-1%

Overlap with the part before: 5 compounds; new compounds follow.
No.	Compound	aSyn yeast rescue
56	CCN(CC)CCCNC(=O)c1ccc(Cn2c(=O)[nH]c3cc(OC)c(OC)cc3c2=O)cc1	-6%
57	Cc1ccc(-n2nc(CO)c(C(=O)NCc3cccs3)n2)cc1	-1%
58	N#Cc1cccc(S(=O)(=O)NCC(=O)NCCCc2ccccc2)c1	-8%
59	COC(=O)c1ccccc1NC(=O)Cn1c(=O)n(Cc2ccccc2)c(=O)c2c(C)c(C)sc21	-9%
60	Nc1ccc(Oc2ccc(F)cc2)nc1	-1%
61	COC(=O)c1ccc(C2CC(=O)Nc3c2c(C)nn3-c2nc(C)cc(C)n2)cc1 (configuration not stated)	1%
62	O=C(Nc1cccc(NC(=O)c2ccc(Br)o2)c1)c1ccccc1	-9%&-7%
63	Cc1cccc(N=Cc2c(O)cc(C)oc2=O)c1	1%
64	Cc1cccn2cc(CCNC(=O)c3ccco3)nc12	-6%
65	O=C(CSc1nnc(-c2ccncc2)o1)Nc1cccc(F)c1	5%
66	O=C(O)CCSc1nnc(-c2ccc(Cl)cc2Cl)o1	12%
67	Cc1cccc(OCCCCNCc2ccccc2)c1	-11%
68	CCOC(=O)c1cccc(NS(=O)(=O)c2cn(C)c(C)n2)c1	-3%
69	Cc1cc(C)n2nc(NCc3ccccc3Cl)nc2n1	-1%
70	N#Cc1ccccc1Oc1ccc(S(=O)(=O)N2CCCCC2)cn1	-9%
71	Cc1cccc(-c2nc(CN3CCCC(C(=O)NCCc4ccc(Cl)cc4)C3)c(C)o2)c1 (configuration not stated)	-20%
72	Cc1nn(CC(=O)Nc2ccc3c(c2)nc2n3CCN(C3CCCCC3)C2)c(=O)c2ccccc12	-3%
73	CCOC(=O)c1cnc2ccc(C(=O)OC)cc2c1Nc1ccc(N2CCOCC2)cc1	-12%
74	CCOC(=O)c1c(NC(=O)CSc2cn(CCNC(=O)c3ccc(OCC)cc3)c3ccccc23)sc2c1CCCC2	-2%
75	Clc1cccc(CNc2ncnc3c2nc2n3CCCC2)c1	0%
76	CC(=O)c1cccc(Nc2cc(C)nc3nc(-c4ccccc4C)nn23)c1	3%
77	CC(C)CC1C(=O)N(Cc2cn(Cc3ccco3)nn2)CCS(=O)(=O)N1Cc1ccc(-c2ccc(F)cc2)cc1 (configuration not stated)	-2%
78	Cc1ccn2c(Nc3ccccc3)c(-c3c[nH]c4ccccc34)nc2c1	3%
79	O=C(NC1CCCC1)c1cc(-c2ccccc2)on1	13%
80	Cc1c(NC(=O)c2ccc(-c3ccc(F)cc3)o2)cccc1-c1nc2ncccc2o1	-9%

Two of the compounds above, with each value named:
77	CC(C)CC1C(=O)N(Cc2cn(Cc3ccco3)nn2)CCS(=O)(=O)N1Cc1ccc(-c2ccc(F)cc2)cc1 (configuration not stated)
  aSyn yeast rescue: -2%

78	Cc1ccn2c(Nc3ccccc3)c(-c3c[nH]c4ccccc34)nc2c1
  aSyn yeast rescue: 3%

Next compounds follow:
No.	Compound	aSyn yeast rescue
81	CCC1(C)Cc2sc3c(=O)[nH]c(=S)[nH]c3c2CO1 (configuration not stated)	-16%
82	CC(=O)c1ccc(N2C(=O)N(Cc3ccc(F)cc3)c3ccccc3S2(=O)=O)cc1	-1%
83	COc1ccc(Cl)cc1S(=O)(=O)N1CCC(c2ccncc2)CC1	-1%
84	CCOc1ccc(CCNC(=O)c2cnc3sc(N4CCOCC4)nn3c2=O)cc1	3%
85	COc1cc(/C(C)=N/NC(=O)CSc2nnc(C)s2)ccc1O	-2%
86	Cc1cn2c(=O)c(S(=O)(=O)NCCc3ccccc3)c(C)nc2s1	1%
87	CC1CCCC(C)N1C(=C(Cl)Cl)C(=C1SCCS1)[N+](=O)[O-] (configuration not stated)	14%
88	Cc1ccc(CNC(=O)CCc2c(C)nc3nc(C)nn3c2C)cc1	-2%
89	CCOc1ccc(C(=O)N2CCN(Cc3cc(=O)n4nc(-c5ccccc5Cl)sc4n3)CC2)cc1	-4%
90	O=S(=O)(c1ccccc1)N(CC(O)COc1ccccc1)c1ccccc1 (configuration not stated)	?
91	COc1ccc(N(CC(=O)NCCc2cccc(C)c2)S(=O)(=O)c2c(C)nn(C)c2C)cc1	3%
92	CCCCN(CC)CCCNC(=S)Nc1ccc2nc(N3CCN(CC)CC3)cc(C)c2c1	-6%
93	Cc1cc(C)cc(N2CC(c3nc4ccccc4n3C)CC2=O)c1 (configuration not stated)	-11%
94	O=C(CCS(=O)(=O)c1cc(Br)cc2c1N(C(=O)C1CC1)CC2)Nc1ccc(Br)cc1F	-3%
95	Cc1ccccc1N/C(SCc1ccc(Cl)cc1)=C(/C#N)C(N)=O	-8%
96	O=C(COc1ccccc1Cl)NCC1(N2CCOCC2)CCCCC1	-13%
97	COc1ccccc1N1CCN(C(=O)C2CCN(S(=O)(=O)c3ccc(C)cc3)CC2)CC1	1%
98	C[C@@H]1CN([C@@H](C)CO)C(=O)CCCn2nncc2CO[C@H]1CN(C)C(=O)c1ccc2ccn(C)c2c1	0%
99	CCc1sc(NC(=O)c2cc3ccccc3oc2=O)nc1-c1cccs1	-2%
100	COc1cc(OC)c(NC2(c3ccccc3)C(=O)c3ccccc3C2=O)cc1Cl	5%

No.	Compound	aSyn yeast rescue
101	COc1ccccc1N1CCN(C(=O)c2onc(C)c2Cl)CC1	-12%
102	Cc1ccsc1/C=N/n1c(-c2ccccn2)n[nH]c1=S	-2%
103	Cc1cccc(S(=O)(=O)NCCNS(=O)(=O)c2cccc(C)c2)c1	-44%[inhibitor]
104	Cc1ccccc1OCC(=O)OCC(=O)NC12CC3CC(CC(C3)C1)C2	3%
105	CN(C1CCCCC1)S(=O)(=O)c1ccc2c(c1)c(=O)c(C(=O)NCc1ccc(F)cc1)cn2C	9%
106	CN(CC(=O)Nc1cccc(Cl)c1)S(=O)(=O)/C=C/c1ccccc1	29%
107	CCN1CCCC1CNC(=O)C(=O)NC (configuration not stated)	-3%
108	O=C1COc2ccc(S(=O)(=O)NCCc3ccccc3)cc2N1	-3%
109	Cc1nn(Cc2ccc(Cl)cc2)c(C)c1NC(=O)c1noc2c1CCc1ccccc1-2	-6%
110	CCOc1ccc(N2C(=O)C3ON(C)C(c4ccc([N+](=O)[O-])cc4)C3C2=O)cc1 (configuration not stated)	-3%
111	N#CCSc1n[nH]c2nc3c(c(=O)n12)C1(CCCCC1)Cc1ccccc1-3	1%
112	CC(C)CNC(=O)C1CCN(c2ccc(S(=O)(=O)N3CCOCC3)cc2[N+](=O)[O-])CC1	-5%
113	c1ccc(C2CC(c3cccs3)Nc3nnnn32)cc1 (configuration not stated)	3%
114	CCCn1c(=O)c2sccc2n2c(CCCC(=O)NC3CCC(C)CC3)nnc12 (configuration not stated)	-2%
115	O=C(c1cccs1)N1CCN(Cc2cccc([N+](=O)[O-])c2)CC1	-6%
116	O=C(CCN1C(=O)c2ccccc2S1(=O)=O)Nc1cccc(F)c1	-7%
117	Cc1ccc(OCCSc2nnc(-c3cccs3)o2)cc1Cl	3%
118	COC(=O)Cc1[nH]n(-c2ccccc2)c(=O)c1C(C)=Nc1ccccc1	6%
